FBW7 activator = activators of human E3 ligase FBW7; normalized activity (activation), % at 26.1 µM; hit rate 0.13% among 650,000; AID 1259310; AlphaScreen FBW7–phospho-cyclin E peptide binding, activator screen; Q969H0; in the data active = normalized activity above about 1.9%;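 note: purified mutant Fbw7 with reduced substrate affinity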
Target sequence (Q969H0 whole entry, looked up): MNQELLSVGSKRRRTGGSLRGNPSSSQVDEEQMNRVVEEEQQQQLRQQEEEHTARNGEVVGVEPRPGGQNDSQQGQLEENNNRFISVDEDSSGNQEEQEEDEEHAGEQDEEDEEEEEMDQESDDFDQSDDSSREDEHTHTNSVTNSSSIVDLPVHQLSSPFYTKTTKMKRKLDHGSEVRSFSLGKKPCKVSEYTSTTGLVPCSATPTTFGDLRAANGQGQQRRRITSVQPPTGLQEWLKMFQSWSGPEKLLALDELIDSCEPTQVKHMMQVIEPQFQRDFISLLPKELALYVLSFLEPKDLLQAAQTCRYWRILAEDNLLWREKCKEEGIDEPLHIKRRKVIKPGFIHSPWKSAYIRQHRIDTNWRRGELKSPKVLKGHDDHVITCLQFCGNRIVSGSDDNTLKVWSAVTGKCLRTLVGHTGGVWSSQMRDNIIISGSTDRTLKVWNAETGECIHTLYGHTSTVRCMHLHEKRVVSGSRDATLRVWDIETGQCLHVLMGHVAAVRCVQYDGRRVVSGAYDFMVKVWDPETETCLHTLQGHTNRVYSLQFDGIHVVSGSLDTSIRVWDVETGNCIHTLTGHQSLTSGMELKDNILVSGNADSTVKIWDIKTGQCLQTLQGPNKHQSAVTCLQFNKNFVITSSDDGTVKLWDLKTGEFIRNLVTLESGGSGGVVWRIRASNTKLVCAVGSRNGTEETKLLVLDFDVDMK
GPR151 activ = human GPR151 activation | Q8TDV0 | PathHunter beta-arrestin GPR151 cells, luminescence | activation, % at 11.2 µM | hit rate 1% among 650,000; in the data active = activation above about 4.9%;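 note: 0% = median of compound wells and 100% = cells with positive control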
Target sequence (Q8TDV0 whole entry, looked up): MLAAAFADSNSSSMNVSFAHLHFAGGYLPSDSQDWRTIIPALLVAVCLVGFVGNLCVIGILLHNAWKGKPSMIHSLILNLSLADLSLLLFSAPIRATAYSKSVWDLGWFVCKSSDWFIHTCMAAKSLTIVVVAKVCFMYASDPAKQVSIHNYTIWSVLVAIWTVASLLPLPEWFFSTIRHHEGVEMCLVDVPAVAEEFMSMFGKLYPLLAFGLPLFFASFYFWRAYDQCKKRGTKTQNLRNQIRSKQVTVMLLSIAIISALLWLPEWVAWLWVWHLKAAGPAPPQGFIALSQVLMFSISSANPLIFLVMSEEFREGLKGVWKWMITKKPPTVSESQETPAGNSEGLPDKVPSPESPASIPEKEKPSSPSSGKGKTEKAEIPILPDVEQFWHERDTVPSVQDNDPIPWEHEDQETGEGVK
MITF primary = blocks human microphthalmia-associated transcription factor; O75030; inhibition, % at 2.6 µM; hit rate 0.91% among 650,000; AID 1259374; AlphaScreen MITF homodimerization, bead proximity signal; in the data active = inhibition above about 50%;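 note: 0% = vehicle wells with protein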
TEAD-YAP inh = TEAD-YAP interaction inhibition; AID 1259422; inhibition, % at 9.12 µM; hit rate 1.4% among 640,000; HEK-TIYL cells, TEAD-Gal4/YAP UAS-luciferase luminescence; in the data active = inhibition above about 32%;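 note: 0% = median of test compound wells and 100% = reference inhibitor wells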
* = called active by the depositor; x = not tested or not shown; & = joins results of further samples. An unsorted share of the library, and some 3.4% of all compounds hit somewhere here.

SMILES	FBW7 activator	GPR151 activ	MITF primary	TEAD-YAP inh
C=CCn1c(SCC(=O)Nc2ccc(OCC)cc2)nc2cc(C(=O)N3CCC(C(N)=O)CC3)ccc2c1=O	0.0	-0.2	6	7
CCOC(=O)N1CCN(C(=O)CCCCCn2c(=S)[nH]c3cc4c(cc3c2=O)OCO4)CC1	-0.2	1.4	-7	4
Cc1cccc(NN2C(=O)c3cc([N+](=O)[O-])cc4cc([N+](=O)[O-])cc(c34)C2=O)c1	-1.5	-1.3	-2	-32
COC(=O)c1ccc2c(=O)n(Cc3ccc(F)cc3)c(=S)[nH]c2c1	-0.2	0.7	-7	-7
CC(C)NS(=O)(=O)c1ccc(NC(=O)C(c2ccccc2)c2ccccc2)cc1	0.3	0.2	5	-1
CS(=O)(=O)N(CC(=O)NCc1cccnc1)c1cccc(F)c1	0.5	0.6	0	7
COc1ccccc1N1C(=O)c2ccc(N)cc2C1=O	0.1	-1.3	13	14
O=c1oc2ccc3ccccc3c2cc1-c1nnc(Nc2cccc(F)c2)s1	-0.1	1.4	5	1
COc1c(Cl)ccc(Cl)c1C(=O)NC(C)C	0.2	-0.5	10	3
OC(c1ccccc1)(c1ccccc1)C1CCN(c2ncccn2)CC1	0.6	1.6	7	4
C1CNCCN1	-0.1	-0.1	-9	-6
CO[C@H](C1CCCCC1)[C@H](C)/C=C/CC(=O)OCCCc1ccccc1	-0.1	0.3	-4	x
O=C(Cc1cccs1)N1CCN(C(=O)c2ccco2)CC1	-0.1	0.9	4	-7
COc1ccc(O)c(/C=N/NC(=O)CCC(=O)Nc2ccc(Cl)cc2C)c1	-0.1	-0.2	11	14
O=S(=O)(CCc1ccccc1)NCC(c1cccs1)N1CCOCC1 (centres undefined)	-0.2	-1.3	-4	2
Cc1nc2c(c(=O)[nH]1)CCN(C(=O)c1cc3nc(C4(C)CC4)cc(C(F)(F)F)n3n1)C2	0.0	0.6	1	2
Cc1c(CN2CCC(C3(CCC(C)C)NC(=O)NC3=O)CC2)cnn1C (centres undefined)	-0.1	1.2	-7	-6
Cc1ccc(C(C)C)n1C(=O)OC(C)(C)C	0.0	-0.2	-9	x
COc1cc(C=C2C(=O)NC(=O)NC2=O)c(Br)cc1OCC(=O)O	-0.3	-0.1	15	-4
Cc1cccc(NCc2nc(-c3ccccc3)no2)c1	-0.1	0.0	-6	-2
COC(=O)c1ccc2c(=O)n(Cc3ccc(C(=O)Nc4cc(OC)c(OC)c(OC)c4)cc3)c(=S)[nH]c2c1	-0.1	-0.2	2	1
COC(=O)c1ccc2c(c1)CC(c1nc3c(F)cc(-c4ccnc(N)n4)cc3[nH]1)CO2 (centres undefined)	-0.1	0.6	8	4
O=C(COc1ccc(Cl)cc1Cl)Nc1nnc(C(F)(F)F)s1	0.8	-0.2	12	16
O=C1CC(N2CCN(c3cccc(C(F)(F)F)c3)CC2)C(=O)N1c1cccc(Cl)c1 (centres undefined)	-0.1	0.5	-4	3
Cc1ccc(OCC(=O)NCc2ccco2)c([N+](=O)[O-])n1	0.5	-0.6	13	-18
CCOc1cc(-c2nc3cnccn3c2NCc2ccc3c(c2)OCO3)ccc1O	0.3	-0.8	0	-3
Nc1ccc(Oc2ccc3c(c2)C(=O)N(c2cccc(N)c2)C3=O)cc1	3.4*	0.5	10	-27
O=C(C1=C(O)C(=O)N(CCCn2ccnc2)C1c1ccncc1)c1cccs1 (centres undefined)	0.0	-0.5	3	-8
CCOC(=O)c1c(NC(=O)C23CC4CC(CC(C4)C2)C3)sc(C(=O)Nc2cccc(Cl)c2C)c1C	0.0	0.2	13	-1
Cc1ccc(S(=O)(=O)Nc2ccccc2/C=N/n2cnnc2)cc1	0.0	2.2	11	51*
COc1cc(/C=C/C(=O)OCC(=O)N2CC3(C)CC2CC(C)(C)C3)ccc1O (centres undefined)	0.2	0.6	5	6
Cc1ccc(N2CC(C(=O)Nc3c4c(nn3C(C)(C)C)CSC4)CC2=O)cc1C (centres undefined)	-0.3	0.9	-2	8
CCCOc1ccc(NC(=O)CC2C(=O)N(c3ccc(F)cc3)C(=S)N2CCCN2CCC(Cc3ccccc3)CC2)cc1 (centres undefined)	-0.1	0.4	9	-9
CN(C)S(=O)(=O)c1cccc(C(=O)OCC(=O)c2ccc(Br)cc2)c1	0.0	0.5	5	3
CC(=O)c1cccc(NC(=O)NNC(=O)c2cc3occc3[nH]2)c1	-0.1	1.2	2	-2
CCn1cc(CN2CCC3(CC2)CC3C(=O)Nc2ccc(OC)c(Cl)c2)c(C)n1 (centres undefined)	0.0	1.4	13	10
Cc1ccccc1CCNCc1c(C(=O)O)n(Cc2ccc(Cl)cc2)c2ccccc12	0.0	1.0	6	5
COc1ccc(OC)c(CN2CCN(Cc3ccc(C)cc3)CC2)c1	-0.1	5.5*	83*	-3
COc1ccc(Cl)cc1-c1nnc(NC23CC4CC(CC(C4)C2)C3)o1	0.0	-0.3	-6	-11
CC(C)C[C@@H]1NC(=O)[C@H]2CN(Cc3cnn(-c4ccc(F)cc4)c3)CCN2C1=O	0.6	-1.2	16	6
Cc1ccc(-c2nn(CCC(=O)N3CCN(C)CC3)c(=O)c3ccccc23)cc1	0.1	1.9	5	2
O=C(CN1CCCC1)Nc1ccccc1	0.6	3.5	11	-14
CC(/C=C/c1ccco1)=N\NC(=O)Cc1cccc2ccccc12	-0.1	-0.7	-13	13
CCCCNS(=O)(=O)c1ccc(S(=O)(=O)N2CCC3(CC2)OCCO3)cc1	-0.1	-0.9	-3	-5
COc1nc(N)nc(-c2cccc(C(C)=O)c2)n1	0.1	2.9	12	4
O=S1(=O)N=C(SCc2cccc(Cl)c2)Nc2ccc(F)cc21	0.0	-0.9	-1	-13
O=C(Nc1ccccc1C(=O)O)c1ccccc1	0.6	-2.8	5	-8
CCOC(=O)C1=C(N)n2c(s/c(=C\c3ccncc3)c2=O)=C(C(=O)OCC)C1c1ccncc1 (centres undefined)	-0.1	0.2	-5	-4
Cc1cc(Cl)cc2sc(NC(=O)CN3C(=O)CCC3=O)nc12	-0.2	0.2	-9	-4
Cc1ccc(CN(CC(=O)NCCCO)S(=O)(=O)c2ccc(C)cc2)cc1	-0.1	4.0	14	10
Fc1ccccc1-c1ccc(NCCN2CCOCC2)nc1	0.8	0.7	18	-15
O=C(CC(NCc1ccco1)C(=O)O)Nc1cccc(Cl)c1 (centres undefined)	0.1	-0.6	10	-1
CC(=O)OC(CN1CCN(C)CC1)c1ccccc1 (centres undefined)	0.0	1.3	1	-1
CCCOC(=O)c1ccc(N2CC(O)=C(c3nc4ccccc4[nH]3)C2=N)cc1	0.0	-1.1	1	1
COc1ccc(NC(C)=O)cc1NC(C)C(=O)NC(c1ccccc1)c1ccccc1 (centres undefined)	0.0	-0.5	-2	-10
C1=CCC(CN2CCN(C3CCCC3)CC2)CC1 (centres undefined)	0.0	5.1*	33	-6
O=C(CNC(=S)N(Cc1ccc(F)cc1)C1CCCCC1)NCc1cccs1	-0.2	1.0	3	3
O=C(Nc1ccccc1C(F)(F)F)c1cc(S(=O)(=O)NC2CCCC2)ccc1F	0.1	-0.2	-6	1
Cc1ccc(N2CN(Cc3ccco3)CNC2=S)cc1	0.3	0.4	3	-6
CC(=O)C(C)n1c(=O)c2c(nc3n(-c4ccccc4)c(C)c(C)n23)n(C)c1=O (centres undefined)	0.7	3.8	3	9

The results go on:
SMILES	FBW7 activator	GPR151 activ	MITF primary	TEAD-YAP inh
O=C(NCC1Cc2cc(-c3ccsc3)cc(Cl)c2O1)c1cc[n+]([O-])cc1 (centres undefined)	0.1	-1.0	8	-4
Cn1c(=O)c2c(nc(Br)n2CCN2CCOCC2)n(C)c1=O	0.0	-0.5	4	1
CN1CCCCc2c1nc1c(c2N)CCC1	-0.2	1.2	5	-6
CCCn1c(SCC(=O)c2cc(C)ccc2C)n[nH]c1=O	-0.2	-1.2	-8	2
Cc1ccc(S(=O)(=O)N2CCN(c3ccc([N+](=O)[O-])c(N4CCOCC4)c3)CC2)cc1	0.0	-0.9	2	1
COc1ccc(NC(=O)Cn2cnc3sc4c(c3c2=O)CCC4)cc1Cl	0.0	0.8	-3	10
COc1ccccc1-n1c(CNC(=O)c2cccc(C)c2)n[nH]c1=S	1.0	2.2	11	6
CCOC(=O)C1=C(C)NC(=O)NC1c1cc2cc(OC)ccc2[nH]c1=O (centres undefined)	0.2	0.7	9	-2
COc1ccc(N2CCCn3c2nc2c3c(=O)n(CC(C)C)c(=O)n2C)c(OC)c1	1.4	0.3	-10	9
CCC(C(=O)O/N=C(\N)c1ccccc1)c1ccccc1 (centres undefined)	-0.2	-1.0	0	-6
CCCn1ccc2c(OCC(=O)c3ccc(Cl)cc3)cccc2c1=O	0.0	4.7	4	-2
O=C(CN1CCCCCC1)N/N=C/c1cccc(Cl)c1Cl	0.1	-0.6	45	-17
CC(=O)Nc1ccc(C2=CC(c3ccccc3Cl)n3nc(CCCO)nc3N2)cc1 (centres undefined)	0.2	-0.9	11	6
CCc1cc2c(NCC3CCCO3)nc(C)nc2s1 (centres undefined)	0.1	1.2	4	7
O=C(c1ccccc1)c1ccc(C2CC2)cc1	0.2	-1.0	-9	-34
N#Cc1cc(S(=O)(=O)N2CCOCC2)ccc1N1CCN(c2ccccc2)CC1	0.2	3.1	-1	3
COc1ccc(C(=O)OC(C)C(N)=O)cc1S(=O)(=O)N1CCCCC1C (centres undefined)	0.2	-0.7	1	3
Cc1cccc(CN2CCc3nc(N4CCCC4)[nH]c(=O)c3C2)c1	-0.1	0.7	-3	0
Cc1ccccc1CSCC(Nc1ccc(C(=O)O)cc1[N+](=O)[O-])C(=O)O (centres undefined)	-0.1	1.3	6	3
COc1ccc(C2C=C(c3cccc(Br)c3)Nc3nnnn32)c(OC)c1OC (centres undefined)	0.1	-0.1	-9	-4
CCOC(=O)c1ccc(NC(=O)c2c(O)c3cccc4c3n(c2=O)CC4)cc1	0.4	0.8	17	7
COc1cc2c(cc1NS(=O)(=O)c1ccccc1[N+](=O)[O-])oc1ccccc12	0.2	0.0	15	3
O=C(CSc1n[nH]c(=O)n1Cc1ccccc1)Nc1ccc(N2CCOCC2)cc1	-0.2	1.4	-7	5
CCOC(=O)c1ccc(N2C(=O)c3n[nH]c(C)c3C2c2ccc(O)cc2)cc1 (centres undefined)	-0.1	-1.0	12	-15

Among those listed so far, 13 contain fluorine:
SMILES	FBW7 activator	GPR151 activ	MITF primary	TEAD-YAP inh
COC(=O)c1ccc2c(=O)n(Cc3ccc(F)cc3)c(=S)[nH]c2c1	-0.2	0.7	-7	-7
CS(=O)(=O)N(CC(=O)NCc1cccnc1)c1cccc(F)c1	0.5	0.6	0	7
O=c1oc2ccc3ccccc3c2cc1-c1nnc(Nc2cccc(F)c2)s1	-0.1	1.4	5	1
Cc1nc2c(c(=O)[nH]1)CCN(C(=O)c1cc3nc(C4(C)CC4)cc(C(F)(F)F)n3n1)C2	0.0	0.6	1	2
COC(=O)c1ccc2c(c1)CC(c1nc3c(F)cc(-c4ccnc(N)n4)cc3[nH]1)CO2 (centres undefined)	-0.1	0.6	8	4
O=C(COc1ccc(Cl)cc1Cl)Nc1nnc(C(F)(F)F)s1	0.8	-0.2	12	16
O=C1CC(N2CCN(c3cccc(C(F)(F)F)c3)CC2)C(=O)N1c1cccc(Cl)c1 (centres undefined)	-0.1	0.5	-4	3
CCCOc1ccc(NC(=O)CC2C(=O)N(c3ccc(F)cc3)C(=S)N2CCCN2CCC(Cc3ccccc3)CC2)cc1 (centres undefined)	-0.1	0.4	9	-9
CC(C)C[C@@H]1NC(=O)[C@H]2CN(Cc3cnn(-c4ccc(F)cc4)c3)CCN2C1=O	0.6	-1.2	16	6
O=S1(=O)N=C(SCc2cccc(Cl)c2)Nc2ccc(F)cc21	0.0	-0.9	-1	-13
Fc1ccccc1-c1ccc(NCCN2CCOCC2)nc1	0.8	0.7	18	-15
O=C(CNC(=S)N(Cc1ccc(F)cc1)C1CCCCC1)NCc1cccs1	-0.2	1.0	3	3
O=C(Nc1ccccc1C(F)(F)F)c1cc(S(=O)(=O)NC2CCCC2)ccc1F	0.1	-0.2	-6	1

Going on with the list.
SMILES	FBW7 activator	GPR151 activ	MITF primary	TEAD-YAP inh
O=C(N/N=C1\C2CN3CCN(C2)CC1(Cc1ccccc1)C3)c1cc2ccccc2cc1O	0.0	-0.2	-1	1
O=[N+]([O-])c1cc([N+](=O)[O-])c2cccnc2c1N1CCOCC1	-0.2	1.7	9	-4
O=C(CSc1nc2ccccc2n1CC(=O)N1CCOCC1)NCCc1ccccc1	0.0	-2.2	5	7
COC(=O)c1sc(N2C(=O)C(=O)/C(=C(/O)c3ccc(Cl)cc3)C2c2ccc(C(C)(C)C)cc2)nc1C (centres undefined)	-0.1	2.2	-2	8
CC(C)CCCN=Cc1c(O)n(-c2ccc(Cl)cc2)c(=O)[nH]c1=O	-0.1	1.5	4	-13
CCOC(=O)CC(NC(=O)c1cc2cccc(OC)c2oc1=O)c1ccccc1Cl (centres undefined)	0.1	1.6	-13	-1
COc1ccc(-c2nc(-c3ccc(OC)c([N+](=O)[O-])c3)cc(=O)o2)cc1	-0.1	1.7	-9	7
CN(Cc1cccnc1)Cc1ccccc1OCC(O)CN1CCc2ccccc2C1 (centres undefined)	-0.2	0.4	7	12
CCOC(=O)c1c(NC(=O)CSc2nnc(CNC(=O)c3cccs3)n2-c2cccc(C)c2)sc2c1CCCC2	0.3	-0.9	4	0
Cc1ccc(N(CC(=O)Nc2cc(C)cc(C)c2)S(=O)(=O)c2c(C)n[nH]c2C)cc1	-0.1	-0.7	-11	3
CCN(C)C(=O)Oc1cccc([C@H](C)N(C)C)c1	0.0&0.0	0.5&4.5	5&17	10
Cc1nnc(-c2ccc(Cl)cc2)nc1NCCN(C)C	0.0	-0.2	19	4
CCOC(=O)c1cccc(NC(=O)COc2ccc(Br)c(C)c2)c1	0.2	-0.1	5	-1

Source: PubChem BioAssay (The Scripps Research Institute Molecular Screening Center)
